# Bioassay records from PubChem BioAssay.
# ATG4B inh: inhibitors of human ATG4B cysteine protease. ATG4B cleavage of LC3-PLA2, NBD-HPC fluorescence, 1 h. inhibition, % at 8.33 µM. AID 504462. 340,000 compounds, 0.51% hits; in the data active = inhibition above about 40%
# Target sequence (Q9Y4P1 whole entry, looked up): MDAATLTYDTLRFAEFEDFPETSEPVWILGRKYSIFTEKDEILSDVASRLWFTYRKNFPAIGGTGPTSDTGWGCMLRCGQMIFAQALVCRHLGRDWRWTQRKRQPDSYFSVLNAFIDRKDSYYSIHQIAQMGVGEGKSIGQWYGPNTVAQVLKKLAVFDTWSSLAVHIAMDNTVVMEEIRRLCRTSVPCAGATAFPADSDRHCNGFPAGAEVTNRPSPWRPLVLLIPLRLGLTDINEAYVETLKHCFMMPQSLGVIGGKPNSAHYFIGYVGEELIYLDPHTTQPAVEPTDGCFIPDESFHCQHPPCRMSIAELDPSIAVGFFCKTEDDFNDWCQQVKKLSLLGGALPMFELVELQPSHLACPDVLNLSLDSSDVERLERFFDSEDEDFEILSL
# hIAP act: human IAP activation; P09923; purified human IAP, CDP-Star luminescence, 30 min; hits give high values; 1 = vehicle-only enzyme, 0 = enzyme-free background; activation factor at 10 µM; 330,000 compounds, 0.16% hits; AID 2524;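 active = activation factor of the enzyme at least 2-fold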; also: the source names both 10 and 20 µM as test concentration; values of inactives mirror those of a sister screen read the other way
# Target sequence (P09923 whole entry, looked up): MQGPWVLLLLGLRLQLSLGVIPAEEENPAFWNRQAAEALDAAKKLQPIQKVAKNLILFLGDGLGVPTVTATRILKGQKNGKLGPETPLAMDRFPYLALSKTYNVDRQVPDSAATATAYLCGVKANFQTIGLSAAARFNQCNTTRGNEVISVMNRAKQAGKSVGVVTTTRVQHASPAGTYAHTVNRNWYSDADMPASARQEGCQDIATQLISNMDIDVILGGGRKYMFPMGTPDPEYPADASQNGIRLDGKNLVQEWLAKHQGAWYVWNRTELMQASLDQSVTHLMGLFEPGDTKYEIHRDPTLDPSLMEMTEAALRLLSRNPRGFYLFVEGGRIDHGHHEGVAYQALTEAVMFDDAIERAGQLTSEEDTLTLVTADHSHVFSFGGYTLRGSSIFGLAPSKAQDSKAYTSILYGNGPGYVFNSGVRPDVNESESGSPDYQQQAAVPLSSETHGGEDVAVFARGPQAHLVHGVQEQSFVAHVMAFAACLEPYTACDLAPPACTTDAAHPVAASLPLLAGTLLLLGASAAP
# mIAP block: blocks mouse intestinal alkaline phosphatase; purified mouse IAP, CDP-Star luminescence, 30 min; inhibition, % at 10 µM; 330,000 compounds, 0.2% hits; AID 2806;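 active = inhibition of at least 40% at 10 µM in the primary screen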;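 also: plate controls were DMSO with enzyme for no effect and no enzyme wells for full effect; values of inactives mirror those of a sister screen read the other way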
# Apaf-1 inh: blocks human Apaf-1 apoptosome activity | 330,000 compounds, 0.71% hits | reconstituted apoptosome caspase-3 activity, DEVD-Rh110 fluorescence | O14727 | inhibition, % at 20 µM | AID 489030; active = inhibition of at least 40% at 20 µM;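 also: plate controls were DMSO wells for no effect and DEVD-CHO caspase inhibitor wells for full effect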
#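 Material: cell-free apoptosome with Apaf-1, procaspase-3 and caspase-9; Buffer or medium: Hepes pH 7.5 with detergent and BSA; Reagent: cytochrome c trigger plus (Z-DEVD)2-Rh110 caspase-3 substrate; Times: compound with Apaf-1, dATP, procaspase-3 30 min, then 50 min reaction, room temperature; Technique: Rh110 fluorescence intensity.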
# mIAP act: mouse IAP activation | muIAP, CDP-Star luminescence, 30 min; hits give high values; 1 = vehicle-only enzyme signal, 0 = enzyme-free wells | activation factor at 10 µM | 330,000 compounds, 0.24% hits | AID 2805;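 active = activation factor of at least 2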; also: the source names both 10 and 20 µM as test concentration; values of inactives mirror those of a sister screen read the other way
#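 Assay system: mouse IAP enzyme / Compound: DMSO-dissolved test compounds / Timing: 30 min, room temperature / Measured by: luminescence from enzymatic CDP-Star hydrolysis / Control set: DMSO-only wells, enzyme-free buffer wells as negative control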
# TIM10 inh: inhibits growth of TIM10 yeast strain; S. cerevisiae TIM10 strain growth, BacTiter-Glo luminescence, 24 h; inhibition, % at 10 µM; 330,000 compounds, 1.4% hits;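 active = inhibition of 40% or more at the single tested concentration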;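 also: wild-type TIM10 isogenic control strain grown at permissive 25 °C; 0% = DMSO yeast wells and 100% = minimal medium wells without yeast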
# hIAP inh: human IAP inhibition; 330,000 compounds, 0.12% hits; P09923; AID 2544; inhibition, % at 10 µM; purified IAP, CDP-Star luminescence, 30 min;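 active = inhibition reaching a set limit with compound at 10 µM in the primary screen, cut at about 35% in these data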;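 also: plate controls were DMSO wells with enzyme for no effect and no-enzyme buffer wells for full effect; values of inactives mirror those of a sister screen read the other way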
# NLRP3 yeast inh: inhibitors of NALP3 inflammasome in yeast; inhibition, % at 10 µM; 330,000 compounds, 0.39% hits; Yeast reconstituted NLRP3/ASC/caspase-1, beta-gal luminescence, 24 h;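 active = inhibition of 50% or more; inactive = inhibition below 50%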;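 also: plate controls were induced DMSO wells for no effect and uninduced yeast grown without galactose for full effect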
# tim10-1 inh: inhibits growth of tim10-1 mutant yeast | 330,000 compounds, 2.2% hits | inhibition, % at 20 µM | AID 463190 | S. cerevisiae tim10-1 ts strain growth, BacTiter-Glo, 24 h;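 active = inhibition of at least 40%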;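 also: mutant grown at 25 °C; 0% = DMSO wells with yeast and 100% = wells holding no yeast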
# Numbers without * were called inactive.
# The opening three compounds (preview)
SMILES,ATG4B inh,hIAP act,mIAP block,Apaf-1 inh,mIAP act,TIM10 inh,hIAP inh,NLRP3 yeast inh,tim10-1 inh
O=C(CSc1nc(C(F)(F)F)cc(=O)[nH]1)N1CCOCC1,1,0.99,2,4,0.98,-7,1,16,-1
COC(=O)c1ccc(NC(=O)Cc2ccccc2)cc1,1,1.1,-2,6,1,-13,-15,33,-4
O=C(NNS(=O)(=O)c1ccccc1)C1CCN(S(=O)(=O)c2ccc(Cl)cc2)CC1,-8,0.86,3,6,0.97,-4,14,2,18

# The listing, from the start:
SMILES,ATG4B inh,hIAP act,mIAP block,Apaf-1 inh,mIAP act,TIM10 inh,hIAP inh,NLRP3 yeast inh,tim10-1 inh
O=C(CSc1nc(C(F)(F)F)cc(=O)[nH]1)N1CCOCC1,1,0.99,2,4,0.98,-7,1,16,-1
COC(=O)c1ccc(NC(=O)Cc2ccccc2)cc1,1,1.1,-2,6,1,-13,-15,33,-4
O=C(NNS(=O)(=O)c1ccccc1)C1CCN(S(=O)(=O)c2ccc(Cl)cc2)CC1,-8,0.86,3,6,0.97,-4,14,2,18
Cc1cc(C(c2ccc(C)o2)c2ccc(C)o2)c(O)c([N+](=O)[O-])c1,5,0.85,18,11,0.82,20,14,13,31
Cc1ccc(S(=O)(=O)/N=C(\c2ccc(F)cc2)n2c(C)nc3ccccc32)cc1,0,1,-1,-4,1,-5,-4,-1,-7
Cc1ccc(CN2CCN(/N=C/c3ccc(C(F)(F)F)cc3)CC2)cc1,-3,1,9,8,0.91,-7,-1,30,-29
Cc1ccccc1OCC(=O)Nc1ccc2c(c1)n(C)c(=O)n2C,-8,0.95,-12,0,1.1,-4,5,10,-6
C=CCn1c(SCC(=O)NC)nc2sc3c(c2c1=O)CCC3,1,1.1,4,-7,0.96,-13,-14,1,-4
O=C(O)CCCNc1c(C(=O)Nc2ccc(Cl)cc2)cc([N+](=O)[O-])cc1[N+](=O)[O-],-9,1.2,20,10,0.8,19,-15,24,25
CCOc1ccc(N2C(=O)/C(=C\c3ccc(OC)c(O)c3)S(=O)(=O)C2c2cccc([N+](=O)[O-])c2)cc1 (centres undefined),8,0.95,7,9,0.93,28,5,16,30
COCCNC(=O)c1cc2c(=O)n3cccc(C)c3nc2n1C,-10,1,-8,8,1.1,-8,-2,13,19
CCCCOc1ccc(C(C)NC(=O)C2CCCN(S(=O)(=O)CCC)C2)cc1 (centres undefined),2,1.1,-4,3,1,6,-8,1,2
CN(C(=O)CN1C(=O)c2cccc(N)c2C1=O)C1CCCCC1,1,0.97,-14,1,1.1,16,3,6,19
CC(C)CC(NC(N)=O)C(=O)Nc1ccc(Cl)c(Cl)c1 (centres undefined),1,1.1,-11,3,1.1,-1,-8,18,-6
Cc1occc1C(=O)Nc1nn[nH]n1,-13,0.99,3,-7,0.97,-4,1,-6,9
O=C(NCc1ccccn1)C1CCN(S(=O)(=O)c2cnc[nH]2)CC1,-3,0.95,8,-10,0.92,-1,5,7,5
COc1ccccc1NC(=O)CCC(=O)N(Cc1ccc(OC)c(OC)c1)c1nccs1,-10,1.1,-5,2,1.1,13,-7,11,5
CCOc1cc(/C=N/O)ccc1OCc1ccc([N+](=O)[O-])cc1,-2,0.96,21,8,0.79,-20,4,36,4
Cc1ccccc1CS(=O)(=O)Cc1ccc(C(=O)NCCCN2CCCC2=O)o1,2,1,-2,-5,1,5,-4,2,17
Cc1noc(C)c1C(=O)NCC(=O)Nc1ccccc1Br,-2,0.91,-6,2,1.1,6,9,-1,4
Cc1ccc(C(=O)COC(=O)CN2C(=O)C3C4C=CC(C4)C3C2=O)cc1C (centres undefined),-1,1,10,4,0.9,19,-1,9,2
Cc1nc(N)sc1C(=O)N/N=C/c1cccnc1,-2,0.88,4,1,0.96,-6,12,9,-3
C=CCN(C(=O)c1csnn1)C(C(=O)NC1CCCC1)c1ccc(OC)cc1 (centres undefined),0,0.93,3,0,0.97,-4,7,16,-15
COc1ccc(-n2ncc3c2CC(C)(C)CC3NC(=O)CSc2ccccn2)cc1 (centres undefined),0,1.3,-4,11,1,7,-31,15,33
CC(C)(C)c1cc(NC(=O)CSc2nnc(NCc3ccccc3)s2)n(-c2ccccc2)n1,-12,0.96,-2,6,1,6,4,-4,24

# Going on with the list.
SMILES,ATG4B inh,hIAP act,mIAP block,Apaf-1 inh,mIAP act,TIM10 inh,hIAP inh,NLRP3 yeast inh,tim10-1 inh
O=C(COc1ccccc1)Nn1c(-c2ccccc2)nc2ccccc2c1=O,0,0.84,5,2,0.95,17,16,15,16
CCOc1ccccc1OCC(=O)OCC(=O)c1c(C)[nH]c2ccccc12,0,1.1,-19,16,1.2,9,-5,-2,14
Cc1ccc2oc(C(=O)Nc3nonc3C)c(C)c2c1,4,0.62,-4,-4,1,-15,38*,18,30
O=C(CCSc1ccc(Cl)cc1)N1CCCCCC1,1,1,-3,18,1,9,-3,34,9
COc1ccc(NC(=O)c2cccc(N3C(=O)C4C5C=CC(C6CC56)C4C3=O)c2)cc1 (centres undefined),-2,1.2,3,5,0.97,3,-18,3,29
CCOC(=O)C1=C(C)NC(C)=C(C(=O)OCC)C1c1cc(N)ccc1OC(F)F,-11,1.1,-2,7,1,-16,-12,4,15
COc1cc(/C=N/NC(=O)c2ccc(=O)[nH]n2)ccc1O,-7,0.79,17,4,0.83,6,21,-4,7
Cc1ccc(C)c(CSc2nnc(-c3ccccn3)n2N)c1,4,1,23,3,0.77,22,-4,22,44*
CC(=O)Nc1cc2c(cc1NC(=O)Cn1nc(-c3ccccc3)ccc1=O)OCCO2,0,1.2,0,0,1,-11,-18,3,-4
Cc1ccc(-c2nc(NC(=O)c3cc(C(C)(C)C)nn3C)sc2C)cc1Cl,3,0.97,2,-12,0.98,-25,3,2,-19
CCn1c(C)csc1=NC(=O)c1ccccc1O,3,1.2,-16,1,1.2,-2,-22,39,-54
CN(CCNC(=O)CCNC(=O)Cn1ccc2ccccc2c1=O)Cc1ccccc1,-11,0.9,11,-1,0.89,1,10,8,9
CCOC(=O)C1CN(S(=O)(=O)c2cc(OC)ccc2OC)C1,-7,1.1,-2,5,1,8,-9,7,16
O=C(c1cccc(C(F)(F)F)c1)C1CCCN(C(=O)C2CCOCC2)C1 (centres undefined),5,1.1,-2,2,1,10,-8,14,25
CCCCCCSC1=C(C#N)C(=O)NC2(CCCCC2)S1,-3,0.93,13,5,0.87,2,7,0,12
COCCSc1nnc(NS(=O)(=O)Cc2ccccc2)s1,-9,0.97,-3,-27,1,-5,3,19,-7
COCCNC(=O)c1ccc(N2CCCCC2)c(NS(=O)(=O)c2ccc(C)cc2)c1,-6,1.1,-4,10,1,29,-9,0,19
Cc1ccccc1C(=O)Nc1ccccc1C(=O)NC1CC1,1,1.2,-1,4,1,0,-20,9,3
COc1cc(C(=O)Nc2ccc(Cl)c(C(F)(F)F)c2)cc(OC)c1OC,-5,0.95,-22,10,1.2,36,5,-14,43*
N#C/C(=C\c1cc2ccccc2nc1N1CCOCC1)C(=O)Nc1ccc(N2CCOCC2)cc1,0,0.7,12,13,0.88,18,30,8,8
Cc1ccc2cc(C(c3nnnn3Cc3ccccc3)N3CCc4ccccc43)c(=O)[nH]c2c1C (centres undefined),-6,0.93,20,21,0.8,16,7,7,27
CN(C)CCNC(=S)Nc1cccc(Cl)c1,-2,0.76,10,-4,0.9,-2,24,10,8
O=C(NCCN1CCOCC1)c1ccc(CSc2nc3ccncc3n2Cc2ccc(F)cc2)cc1,-1,0.94,2,-15,0.98,4,6,3,12
O=C(CCSCCC(=O)NCCN1CCOCC1)NCCN1CCOCC1,-12,0.78,1,11,0.99,-28,22,4,19
Cc1nc(N)sc1-c1csc(Nc2ccccc2)n1,-5,1.2,39,3,0.61,23,-24,9,25

# 6 of the entries above in order of their number in hIAP act, high to low.
SMILES	hIAP act
COc1ccc(NC(=O)c2cccc(N3C(=O)C4C5C=CC(C6CC56)C4C3=O)c2)cc1 (centres undefined)	1.2
O=C(c1cccc(C(F)(F)F)c1)C1CCCN(C(=O)C2CCOCC2)C1 (centres undefined)	1.1
Cc1ccccc1CS(=O)(=O)Cc1ccc(C(=O)NCCCN2CCCC2=O)o1	1
COCCSc1nnc(NS(=O)(=O)Cc2ccccc2)s1	0.97
CCCCCCSC1=C(C#N)C(=O)NC2(CCCCC2)S1	0.93
CN(CCNC(=O)CCNC(=O)Cn1ccc2ccccc2c1=O)Cc1ccccc1	0.9

# (listing goes on)
SMILES,ATG4B inh,hIAP act,mIAP block,Apaf-1 inh,mIAP act,TIM10 inh,hIAP inh,NLRP3 yeast inh,tim10-1 inh
C=CCNC(=S)N1CCN(c2ncc3c(=O)c(C(=O)O)cn(CC)c3n2)CC1,10,1.1,5,-6,0.95,-7,-8,4,-13
COc1ccc(C2CC(=O)C(C=NCCO)=C(O)C2)cc1 (centres undefined),1,1.2,8,-17,0.92,-8,-16,9,-14
O=C(CCCc1ccccc1)Nc1nncs1,12,0.94,5,-3,0.95,9,6,-2,-1
O=C(C1CCCN(c2ncnc3c2nc2n3CCCCC2)C1)N1CCN(c2ccc(F)cc2)CC1 (centres undefined),-3,1,1,-1,0.99,20,-2,12,19
O=C(Nc1cccc(NC(=O)c2cccs2)c1)c1cccnc1,-3,0.87,-4,-20,1,16,13,-2,7
Cc1ccn2c(=O)nc(SCC(=O)N3CCCCCC3)nc2c1,-3,0.91,9,-3,0.91,-1,9,23,1
Nc1[nH]c(=S)[nH]c(=O)c1-c1ccccc1,-1,0.85,2,0,0.98,4,15,19,5
CCN(/C(N)=N/c1nc(C)cc(C)n1)c1ccccc1,-5,0.93,1,-5,0.99,-3,7,8,6
Cc1cc(Br)ccc1NC(=O)CN(C)C(=O)C1CSC2(C)CCC(=O)N12 (centres undefined),-9,0.95,-7,-13,1.1,-4,5,-7,7
CCOC(=O)C1CCN(S(=O)(=O)c2ccc(CNC(=O)c3ccccc3)s2)CC1,-3,0.93,-4,2,1,-23,7,1,14
Cc1ccc(-c2cnc(NC(=O)CCC(=O)N(C)Cc3ccccc3)n2C)cc1,-11,1.1,-3,10,1,10,-9,8,14
CCOC(=O)CN(c1cc([N+](=O)[O-])ccc1OC)S(C)(=O)=O,-7,0.91,9,-2,0.91,5,9,18,7
CC(NC(=O)/C(=C/c1ccc2c(c1)OCO2)NC(=O)c1cccc([N+](=O)[O-])c1)C(=O)O (centres undefined),-14,1.2,4,0,0.96,1,-16,12,3
O=C(Nc1ccc(F)c(F)c1)C1CCN(S(=O)(=O)c2cccs2)CC1,-7,0.83,-42,6,1.4,19,17,18,6
COCC(C)NC(=O)CCSc1nc(-c2ccc(OC)cc2)cc(C(F)(F)F)n1 (centres undefined),-12,0.96,2,4,0.98,28,4,18,29
Cc1nc(-c2ccccn2)sc1C(=O)O,-6,1,-2,-1,1,-7,-4,17,-3
O=C(C1=C[C@H](C2CC2)C[C@H](OCCCCO)O1)N1CCOCC1,7,0.95,-5,2,1,-1,5,1,13
CC(C)(C)c1ccc(C(=O)NCc2nnc(SCC(=O)N3CCCc4ccccc43)n2-c2ccccc2)cc1,-12,0.9,-18,14,1.2,25,10,25,1
Cc1ccc(CNC(=O)CN(c2cccc([N+](=O)[O-])c2)S(=O)(=O)c2ccccc2)cc1,-4,1.1,5,5,0.95,7,-8,15,10
CCOC(=O)C1CCCN(C(=O)c2cc3c(C)nc4ccccc4c3o2)C1 (centres undefined),-4,0.93,-11,-11,1.1,23,8,6,23
CCOc1ccc(C(=O)Nc2ccc3c(c2)C(=O)NC3=O)cc1,-6,0.94,-3,-6,1,7,6,6,-3
COc1cccc(OC)c1C(=O)Nc1ccc(NC(=O)c2ccco2)cc1,-3,0.86,-5,3,1,-6,14,41,18
